Source: PubChem (several laboratories)
PLAP act: activators of human placental alkaline phosphatase; activation fold at 20 µM; purified PLAP enzyme, luminescent substrate read-out; hits give high values; 1.2% of 96,000 active; in the data active means activation fold above about 2
CD11b adhes enh: increases human CD11b/CD18 adhesion to fibrinogen; P05107+P11215; K562 CD11b/CD18 adhesion to fibrinogen, ATPlite luminescence; activation, % at 10 µM; 0.07% of 93,000 active;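 active means 10 µM primary screen giving 50% or more activity, confirmed by 40% or more on retest at that dose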; further: strong numbers were not always called active; reference of the scale not given here
ERa coact inh: ER-alpha (human) coactivator binding inhibition; TR-FRET ER-alpha LBD / SRC-1 peptide, estradiol-bound; inhibition, % at 25.6 µM; 1.7% of 86,000 active; AID 629; in the data active means inhibition above about 50%;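 further: 0% = receptor plus peptide control and 100% = peptide only without receptor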
ERa coact pot: ER-alpha (human) coactivator binding potentiation; TR-FRET ERalpha-LBD/SRC-Cy5 coactivator binding, 2 h; 100 = basal binding, no effect; 1.3% of 86,000 active; coactivator binding (% of control), % at 25.6 µM; AID 639; P03372; in the data active means activity above about 200%;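 further: binding measured in presence of low estradiol as agonist stimulus; 0% = peptide alone without receptor and 100% = receptor with peptide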
ERb SRC1 inh: blocks coactivator binding to human estrogen receptor beta; 1.3% of 86,000 active; inhibition, % at 25.6 µM; TR-FRET ER-beta LBD / SRC1-Cy5 peptide binding; receptor agonist-loaded with 1 µM estradiol; Q92731; AID 633;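 active means compounds whose percent inhibition of the receptor-coactivator binding signal exceeds about 50% in the single-dose screen, limit read from the data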;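 further: 0% = receptor plus peptide wells without compound and 100% = peptide-only wells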
FAK blocker: blocks human focal adhesion kinase activity. AID 727. inhibition, %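 (tested at 7 µM)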. biochemical FAK kinase activity assay. Q05397. 0.84% of 97,000 active; in the data active means inhibition above about 19%;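 further: 0% = DMSO and 100% = reference compound high control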
Target sequence (Q05397 whole entry, looked up): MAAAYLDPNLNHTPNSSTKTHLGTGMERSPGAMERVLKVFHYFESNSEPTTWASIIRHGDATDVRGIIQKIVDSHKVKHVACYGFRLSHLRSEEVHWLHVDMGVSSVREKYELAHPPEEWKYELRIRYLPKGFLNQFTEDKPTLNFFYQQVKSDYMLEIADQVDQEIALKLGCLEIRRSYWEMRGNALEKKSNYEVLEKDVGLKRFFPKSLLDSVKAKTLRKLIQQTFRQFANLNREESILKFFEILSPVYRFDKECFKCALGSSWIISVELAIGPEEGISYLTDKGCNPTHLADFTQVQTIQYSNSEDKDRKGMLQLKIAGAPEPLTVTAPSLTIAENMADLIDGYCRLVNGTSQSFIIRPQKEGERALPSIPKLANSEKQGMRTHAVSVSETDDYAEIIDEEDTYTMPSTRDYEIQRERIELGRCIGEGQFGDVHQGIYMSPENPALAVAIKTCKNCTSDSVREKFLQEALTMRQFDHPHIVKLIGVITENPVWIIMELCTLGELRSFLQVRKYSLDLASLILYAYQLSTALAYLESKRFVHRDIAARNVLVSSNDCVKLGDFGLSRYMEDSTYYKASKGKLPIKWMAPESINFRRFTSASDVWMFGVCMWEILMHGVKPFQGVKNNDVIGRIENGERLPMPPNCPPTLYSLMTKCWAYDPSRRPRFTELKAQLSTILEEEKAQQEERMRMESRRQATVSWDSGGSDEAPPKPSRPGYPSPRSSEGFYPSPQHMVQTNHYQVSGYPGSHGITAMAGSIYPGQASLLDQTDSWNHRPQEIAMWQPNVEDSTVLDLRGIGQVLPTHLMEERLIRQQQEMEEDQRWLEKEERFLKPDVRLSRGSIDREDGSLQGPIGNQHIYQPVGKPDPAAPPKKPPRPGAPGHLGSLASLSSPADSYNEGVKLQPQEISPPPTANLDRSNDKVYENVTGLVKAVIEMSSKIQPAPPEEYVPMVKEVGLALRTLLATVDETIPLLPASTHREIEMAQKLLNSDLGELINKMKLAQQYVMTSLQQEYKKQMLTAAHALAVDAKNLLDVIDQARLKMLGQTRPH
CD11b adhes inh: CD11b/CD18-fibrinogen binding inhibition; 0.54% of 93,000 active; K562 CD11b/CD18 adhesion to fibrinogen, ATPlite luminescence; Mn2+ added to activate the integrin; P05107+P11215; inhibition, % at 10 µM;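 active means primary inhibition of 50% or more at 10 µM, then 40% or more on retest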; further: some results filed as inactive read as strong as hits
Ecoli WT expand: blocks growth of wild type E. coli BW25113 | OD600 absorbance | growth inhibition, % at 100 µM | 0.15% of 98,000 active | AID 710;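 active means growth inhibition above about 50% at one test dose, limit read from the data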;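 further: growth measured after 20 h incubation at 37 °C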
MT1-MMP txn act: activates MT1-MMP transcription; HT1080 MT1-MMP promoter luciferase reporter, luminescence, overnight; hits give high values; activation factor at 10 µM; 0.16% of 86,000 active; AID 750;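 active means activation factor of at least 2 for MT1-MMP transcription at 10 µM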
Active calls of the source: *; / = not tested or not shown; [ ] = remark or other dose.

SMILES	PLAP act	CD11b adhes enh	ERa coact inh	ERa coact pot	ERb SRC1 inh	FAK blocker	CD11b adhes inh	Ecoli WT expand	MT1-MMP txn act
Cc1cccc(NC(=O)c2cccc(N3C(=O)C4C5CCC(C5)C4C3=O)c2)c1C (stereo unspecified)	1.1	-2	/	/	/	-2	7	-4	/
O=C(CSc1nnc(Cc2ccccc2)o1)Nc1ccc(Br)cn1	0.9	13	-1	107	1	1	-3	-7	1.1
CCCS(=O)(=O)c1nc(S(=O)(=O)c2ccc(C)cc2)c(NCCN2CCOCC2)s1	1.2	-3	3	118	2	-1	-2	-11	1.3
COC(=O)C1=C(C)NC(=O)C1(NC(=O)c1cccnc1)C(F)(F)F (stereo unspecified)	/	/	-12	112	5[fluorescence artefact?]	0	/	-13	1.1
CCOC(=O)CN1C(=O)S/C(=C/c2cc(C)n(-c3ccccn3)c2C)C1=O	1.2	-2	-11[fluorescence artefact?]	87	-1	1	8	-4	1.7
CCOc1cc2c(cc1OCC)C(C(=O)O)C(c1ccc(OC)c(O)c1)N(C)C2=O (stereo unspecified)	1.2	-3	-12	98	-4[fluorescence artefact?]	-3	9	0	1.1
O=C(CSc1nnc(Cc2cccs2)n1C1CCCCC1)N1CCN(C(=O)c2ccco2)CC1	1.3	-3	-6	162	0	-2	-7	-1	1.2
Nc1c(C(=O)c2ccccc2)oc2ccccc12	0.7	0	2[fluorescence artefact?]	87[fluorescence artefact?]	-7	0	-19	7	/
Nc1nc2nc(-c3ccc(OCc4ccccc4)cc3)cc(C(F)(F)F)n2n1	1	0	9	126	14	-3	-30	-8	/
C=CCNC(=O)c1oc2ccc(S(=O)(=O)N(CC)CC)cc2c1C	1.1	-2	-39	105	-11	4	7	9	1.1
COCCCn1c(Cc2csc(Nc3cccc(Cl)c3)n2)nnc1SCC(=O)OC	2*	-1	37	42[fluorescence artefact?]	61*[fluorescence artefact?]	3	3	21	1.2
CCN(CC)c1nc2n(c(=O)n1)CCO2	0.9	5	0	137[fluorescence artefact?]	-3[fluorescence artefact?]	-3	6	0	1
Cc1ccc(N(CC(=O)Nc2ccc3c(c2)OCCO3)S(=O)(=O)c2c(C)noc2C)cc1	1	-4	-1	104	-7	-4	-18	-8	1.3
O=C(NCc1ccccc1)N1CCN(c2ccc(Cl)c(Cl)c2)CC1	1	1	6	97[fluorescence artefact?]	10	-4	2	-3	1.1
CCCCCCCCOC(=O)CCn1[nH]c(=O)c2ccccc2c1=O	1.1	/	-4	81	-15	0	/	18	1
Cc1cc(=O)[nH]c(SCC(=O)NCCOc2ccccc2)n1	0.9	0	-7	100	-1	-3	0	5	1.1
CCCCOc1ccc(C(=O)CCNC(C(=O)O)C(C)CC)cc1 (stereo unspecified)	/	/	-2	141	-8	-8	/	/	1
O=C(CNC(=O)C1CCCCC1)Nc1ccc(Cl)cc1	0.9	-6	/	/	/	-2	-25	5	/
COc1ccc(N2CC(C)Cn3c2nc2c3c(=O)n(CCN3CCOCC3)c(=O)n2C)cc1 (stereo unspecified)	1.9	-2	-3	119[fluorescence artefact?]	-4	1	-6	5	1.1
Cc1ccc(-c2nc(S(=O)(=O)c3ccc(F)cc3)c(SCC(=O)NCC3CCCO3)o2)cc1 (stereo unspecified)	/	/	67*[fluorescence artefact?]	107	25[fluorescence artefact?]	0	/	-8	1.1
Cc1ccc2[nH]c(=S)cc(C)c2c1	0.9	3	16	83	60*[fluorescence artefact?]	-3	5	-6	1.1
COc1ccc(C(C)NC(=O)c2ccccc2)cc1 (stereo unspecified)	1	-3	8	122	-23	0	4	-5	1.2
COC(=O)c1cc(-c2c[nH]c3ccccc23)n[nH]1	0.9	1	-2	111	-2	-4	-8	5	0.9
COc1cc(S(=O)(=O)NC2CCCCC2)ccc1Cl	/	/	3	85[fluorescence artefact?]	2	0	/	3	1
CCc1c(C#N)c(SCCC(=O)Nc2ccc(F)cc2)nc2c1C(=O)CC(C)(C)C2	1.2	-4	/	/	/	2	41	-17	/
O=C(NCc1cccnc1)/C(=C/c1ccco1)NC(=O)c1ccccc1	1	-4	/	/	/	0	0	0	/
N#Cc1nc(-c2ccc(F)cc2)oc1NCc1cccc2c1OCO2	0.9	-4	10[fluorescence artefact?]	97	3	/	-1	-4	1
CC(C)c1ccc(NC(=O)C(c2ccccc2)N2CCN(C=O)CC2)cc1 (stereo unspecified)	1.4	-2	0[fluorescence artefact?]	105	-1[fluorescence artefact?]	14	-2	10	1.4
CCC(C(=O)Nc1ccccc1C(=O)N1CCCC1)N1C(=O)c2ccccc2C1=O (stereo unspecified)	1.1	-7	-8	102[fluorescence artefact?]	-2	4	0	-11	1.1
COc1ccc2c(c1OC)C(=O)OC2c1c(O)nc(SC)n(-c2ccccc2)c1=O (stereo unspecified)	1.2	0	/	/	/	-2	-28	-3	1.1
CCn1c(SCC(=O)NC2CCCCC2C)nnc1-c1ccc(OC)cc1 (stereo unspecified)	1.5	-2	-4	106	-8	-1	-7	-3	1.2
COc1ccc(C(=O)c2ccc(N3CCN(C(=O)c4ccc(F)cc4)CC3)c(F)c2)cc1Br	1.4	-5	24[fluorescence artefact?]	292*[fluorescence artefact?]	22[fluorescence artefact?]	2	49	-22	1.1
COc1ccc(-c2oc3ncn4nc(COc5ccccc5)nc4c3c2-c2ccc(OC)cc2)cc1	1.1	30	1	124	6	0	-8	-15	1
O=C(Nc1ccc(Br)cc1)c1cccnc1N1CCCCC1	1.4	1	3	110[fluorescence artefact?]	2	0	-4	-5	/
O=C(NCc1ccccn1)C(C(=O)c1ccc(F)cc1)n1ccccc1=O (stereo unspecified)	0.9	0	5	106	-2	1	-35	-10	1.1
COc1ccc(N2CCN(C(=O)C3COc4ccccc4O3)CC2)cc1 (stereo unspecified)	1.5	-3	-2	106[fluorescence artefact?]	-19	2	4	-1	1.1
Cn1c(=O)c2c(nc(CN3CCC(Cc4ccccc4)CC3)n2CCN2CCOCC2)n(C)c1=O	1.7	5	/	/	/	/	14	-3	1
Cc1ccc(S(=O)(=O)CCC(=O)Nc2ccc3c(c2)OCO3)cc1	1.3	/	-3	106	6	-2	/	0	1.2
COCCn1nnnc1CN1CCC(NC(=O)Nc2cccc(OC)c2)CC1	1	0	-5	88	-4	-4	-1	3	1.1
Nn1c(SCC(=O)NC(=O)NCc2ccccc2)nnc1C1CC1	0.9	8	-6	118	81*[fluorescence artefact?]	3	33	2	1.1
Brc1ccccc1C1=Nn2c(nnc2-c2ccccc2)SC1	0.7	-3	2	96	-4	-1	-7	7	1.1
Cc1cc(C)c2c(c1)cc(C)c1nnc(SCC(=O)Nc3cc(C)on3)n12	1.3	-2	-3	113	-4	-8	4	-2	1.2
Cc1ccc(N(CC(=O)O)S(=O)(=O)c2cccc3nonc23)cc1	1	3	-43	97[fluorescence artefact?]	-19	5	-11	3	1.3
O=c1c2cc3ccccc3n2cnn1Cc1ccccc1F	/	/	-4	146[fluorescence artefact?]	-5	/	/	5	1.1
CC(C)OC(=O)c1sc2nc3c(cc2c1N)C(=O)CCC3	0.9	-9	11[fluorescence artefact?]	123[fluorescence artefact?]	9	/	-6	0	1.8
COc1ccc(N2C(=O)CC(N3CCN(c4ccc(S(C)(=O)=O)cc4)CC3)C2=O)cc1 (stereo unspecified)	1	-3	-1	99[fluorescence artefact?]	-32	1	-1	-9	1
Cc1n[nH]c(C)c1C(=O)CC1(O)C(=O)N(Cc2ccccc2)c2ccc(Br)cc21 (stereo unspecified)	1.5	-3	4	89	-1	2	-12	2	/
CCN(CC)CCCn1c(=S)[nH]c2ccc(Cl)cc2c1=O	0.9	-1	/	/	/	1	-8	-6	1.2
CCN(CC)CCN1C(=O)C2C3c4ccccc4C(c4ccccc43)C2C1=O (stereo unspecified)	1.6	10	3	104	5	/	-16	1	1.1
C/C(=N\OCC(=O)N/N=C/c1ccc(C)cc1O)c1cccs1	1.1	/	-5	123	-12	0	/	14	1.1
CCN1CCCC1CNC(=O)c1cc2c(-c3cccc(OC)c3)nn(C)c2s1 (stereo unspecified)	1.6	-1	3	69[fluorescence artefact?]	13	/	-15	9	1.3
N#CCCN(C(=O)c1ccco1)c1ccccc1	1	0	-4	119	-8	/	5	3	0.9
N#CCCn1c(SCC(=O)c2c[nH]c3ccccc23)nc2ccccc21	0.8	-3	13	117	-4	2	-16	-2	1.2
Cc1cc(C)c(S(=O)(=O)N(C)Cc2cnn(C)c2)c(C)c1	1	0	-8	124	-8	-1	6	4	1.2
Nc1c(C(=O)NCc2ccccc2)nnn1Cc1ccc(F)cc1	1.1	-2	6	105	-8	/	5	1	1.1
Clc1ccc2nc(N3CCNCC3)nc(-c3ccccc3)c2c1	1.5	0	6	68	3	5	37	55*	0.9
COc1ccc(CC(=O)N2CCN(c3ccccn3)CC2)cc1OC	1	-2	-21	105	-14	0	-6	-1	1.1
COc1cc(S(=O)(=O)NC2CCCCC2)ccc1F	1	2	12	101	13	1	9	8	1
CC(=O)C(Sc1ccc2nnc(-c3ccc(C)cc3)n2n1)C(C)=O	1.2	3	-3	95	5	4	-54	2	1.1
COCc1cc(Sc2ccc(Cl)cc2)nc(-c2ccccc2)n1	1.1	0	/	/	/	-3	16	-6	/

(further entries)
SMILES	PLAP act	CD11b adhes enh	ERa coact inh	ERa coact pot	ERb SRC1 inh	FAK blocker	CD11b adhes inh	Ecoli WT expand	MT1-MMP txn act
O=C(c1ccccc1Cl)N1CCCC(c2nc3c(nnn3Cc3ccccc3)c(=O)[nH]2)C1 (stereo unspecified)	1.5	-1	2	92	-8[fluorescence artefact?]	-3	3	3	1.1
c1ccc(N=P(c2nc3ccccc3o2)(N2CCOCC2)N2CCOCC2)cc1	1.2	-2	-5	110	1[fluorescence artefact?]	-2	-10	5	1.4
Cc1nc(N)sc1-c1csc(Nc2ccc(Cl)cn2)n1	/	/	2[fluorescence artefact?]	68	5	4	/	-9	1.2
CC1CCN(C(=O)CSc2ccc3nnc(-c4cccc(F)c4)n3n2)CC1	/	/	-10	103	-4	/	/	/	1
O=C(Nc1ccc(N2CCOCC2)cc1)Nc1ccc2nc(-c3ccco3)c(-c3ccco3)nc2c1	/	/	53*[fluorescence artefact?]	32[fluorescence artefact?]	59*[fluorescence artefact?]	11	/	-10	0.9
C/C=C/Cn1c(N2CCCCCC2)nc2c1c(=O)[nH]c(=O)n2C	1.3	-1	-2	118[fluorescence artefact?]	-5	3	40	-2	1.2
Cc1c(NS(=O)(=O)c2cccc(C(=O)NCc3ccncc3)c2)c(=O)n(-c2ccccc2)n1C	1.2	-3	8[fluorescence artefact?]	128	7[fluorescence artefact?]	2	9	-2	1.1
CCOC(=O)c1ccc(NC(=O)CSc2nnc(CNc3ccc(OC)cc3)n2C)cc1	1	-3	52*	93	35	1	-3	-2	1.3
Cc1ccccc1NC(=O)CN1C(=O)NC(C)(c2ccc3c(c2)OCO3)C1=O (stereo unspecified)	0.8	-1	12	84	0	0	4	4	/
CCCCNC(=O)Nc1cc(C)on1	1.1	-3	-3	116	-15	-1	38	0	1.1
CCOC(=O)C1CCN(S(=O)(=O)c2ccc(Br)c(OCC)c2)CC1	1.1	-1	-8	101	-2	1	4	-2	1
COc1ccc(NC(=O)CS(=O)CC(=O)NC2CCCc3ccccc32)cc1 (stereo unspecified)	1	-4	0	121	2	-4	2	0	1.3
